# Hsp90 Hop PPI = qHTS Assay for Disrupters of an Hsp90 Co-Chaperone Interaction; Hsp90 C-terminal peptide / TPR2A (Hop) interaction, human; AlphaScreen TPR2A-His6 binding biotin-Hsp90 C-terminal peptide; Potency, µM (highest dose often 57 µM), for the others: top-dose activity change, negative = inhibition; 71,000 tested, 0.44% active; AID 595, 2007; active means well fitted curve in either direction with a large enough effect; inconclusive means small, poorly fitted or top-dose-only effect, or another doubt; further: potency means the concentration at half of the fitted maximal effect; on the % scale 0 is the no-effect control and ±100 the full control effect; many of its hits are not listed in these tables
# Tau filament bind = qHTS Assay for Tau Filament Binding | Potency, µM (doses to about 57.1 µM), inactives show at the highest dose activity change, negative = inhibition | recombinant tau filaments, thioflavin S fluorescence, 15 h; filaments grown with octadecylsulfate alongside compound | 71,000 tested, 2% active | Microtubule-associated protein tau (Homo sapiens), P10636;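 further: potency means the concentration at half of the fitted maximal effect; on the % scale 0 is the no-effect control and ±100 the full control effect; actives lower thioflavin S fluorescence by blocking filaments or displacing dye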
# Target sequence (P10636 whole entry, looked up): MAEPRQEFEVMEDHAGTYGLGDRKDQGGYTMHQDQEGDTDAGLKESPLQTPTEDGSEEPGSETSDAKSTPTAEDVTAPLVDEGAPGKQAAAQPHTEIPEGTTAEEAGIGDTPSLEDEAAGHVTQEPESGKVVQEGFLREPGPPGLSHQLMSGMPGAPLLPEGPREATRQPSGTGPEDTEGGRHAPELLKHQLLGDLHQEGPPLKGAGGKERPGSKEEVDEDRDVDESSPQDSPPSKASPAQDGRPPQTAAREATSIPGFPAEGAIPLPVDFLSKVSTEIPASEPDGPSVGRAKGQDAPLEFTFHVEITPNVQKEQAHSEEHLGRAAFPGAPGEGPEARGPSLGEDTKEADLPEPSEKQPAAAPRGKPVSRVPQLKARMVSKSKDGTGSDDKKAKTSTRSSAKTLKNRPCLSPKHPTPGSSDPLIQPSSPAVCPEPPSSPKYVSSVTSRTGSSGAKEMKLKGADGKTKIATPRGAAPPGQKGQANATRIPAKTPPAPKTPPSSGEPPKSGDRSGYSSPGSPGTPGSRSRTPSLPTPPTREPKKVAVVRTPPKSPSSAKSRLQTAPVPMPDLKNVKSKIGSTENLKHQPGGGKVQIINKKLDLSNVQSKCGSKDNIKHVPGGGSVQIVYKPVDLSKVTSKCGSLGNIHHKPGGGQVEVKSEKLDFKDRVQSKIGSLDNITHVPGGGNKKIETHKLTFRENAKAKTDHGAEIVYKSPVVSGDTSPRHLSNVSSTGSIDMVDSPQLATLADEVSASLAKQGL
#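 Thioflavine S fluorescence (ex 450, em 510 nm) reports filaments formed from 1 uM human tau plus 30 uM ODS over 15 h at 37 C (10 mM HEPES pH 7.4, 100 mM NaCl, 5 mM DTT); compounds displacing dye or blocking filaments lower signal.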
# HADH2 inh = qHTS Assay for Inhibitors of HADH2 (Hydroxyacyl-Coenzyme A Dehydrogenase, Type II); recombinant HADH2, NADH fluorescence, beta-hydroxybutyryl-CoA; Potency, µM (doses to about 57.1 µM), for inactives: top-dose activity change, negative = inhibition, usual class: inhibitors; 73,000 tested, 3.4% active; further: potency means the concentration at half of the fitted maximal effect; on the % scale 0 is the no-effect control and ±100 the full control effect; nearly all actives have a fitted effect of over 60% in size; many of its hits are not listed in these tables
# Target sequence (Q99714 whole entry, looked up, one chain of several): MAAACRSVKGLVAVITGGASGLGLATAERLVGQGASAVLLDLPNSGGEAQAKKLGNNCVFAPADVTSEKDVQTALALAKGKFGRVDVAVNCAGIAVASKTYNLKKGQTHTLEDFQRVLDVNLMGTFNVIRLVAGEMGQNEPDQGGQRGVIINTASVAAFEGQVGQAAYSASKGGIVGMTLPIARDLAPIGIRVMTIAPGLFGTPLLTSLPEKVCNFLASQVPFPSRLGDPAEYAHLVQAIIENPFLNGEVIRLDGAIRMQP
#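 His-tagged recombinant enzyme from E. coli, 20 nM, preincubated 15 min RT with compound; reaction started with 1 mM NAD+ and 90 uM beta-hydroxybutyryl-CoA in 100 mM Tris-HCl pH 9.0. NADH fluorescence (ex 360/em 450) read over 4 min; last-minus-first difference.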
# CRE-bla Fsk = Cell signaling CRE-BLA (Fsk stim). AID 662, 2007. CHO CRE-bla reporter (cAMP response element driving beta-lactamase), forskolin EC10, beta-lactamase ratio. 71,000 tested, 2.5% active. Potency, µM (series often up to 38.2 µM), for inactives: at the highest dose activity change, negative = inhibition, hits mostly activators; active means well fitted activation curve with a large enough effect in the signal ratio, with a control signal flat, not every such curve was filed as active; inconclusive means small, poorly fitted or top-dose-only effect, or effect the other way, or a change in a side signal; the % refers to the signal ratio; further: potency means the concentration at half of the fitted maximal effect; % of control where 0% means no effect
#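 Titrated compounds plus EC10 NKH 477 on CHO CRE-bla cells, 3 h, 37 °C. CCF4, 2 h RT. Ratio 460/530 nm → AC50.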
# ERK AVP block = qHTS Assay for Inhibitors of the ERK Signaling Pathway using a Homogeneous Screening Assay. HEK293-V1b, vasopressin-stimulated pERK AlphaScreen. Potency, µM (titrated, usually from 57.5 µM), for the others: at the highest dose activity, negative = inhibition, actives largely listed as inhibitors. 72,000 tested, 0.99% active. AID 995, 2007; further: potency means the concentration at half of the fitted maximal effect; on the % scale 0 is the no-effect control and ±100 the full control effect; nearly all actives have a fitted effect of over 55% in size
#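 V1b-HEK293 cells; cpd 30 min 37C; 25 nM vasopressin 5 min; lyse 10 min; AlphaScreen beads 5 hr RT. Normalized to DMSO basal and 25 nM vasopressin; AC50 by Hill fit.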
# 15-hLO inh = qHTS Assay for Inhibitors of 15-hLO (15-human lipoxygenase) | Polyunsaturated fatty acid lipoxygenase ALOX15 (Homo sapiens), P16050 | purified 15hLO-1, xylenol orange hydroperoxide absorbance | Potency, µM (series often up to 57.1 µM), for the others: top-dose activity change, negative = inhibition, hits mostly inhibitors | 74,000 tested, 1.4% active | AID 887, 2007; further: potency means the concentration at half of the fitted maximal effect; on the % scale 0 is the no-effect control and ±100 the full control effect; nearly all actives have a fitted effect of over 55% in size
#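 Hydroperoxide formed from arachidonic acid (50 uM) by purified human 15hLO-1 (40 nM) oxidizes ferrous iron, and the ferric-xylenol orange complex is read at 573 versus 405 nm. Compounds were preincubated 15 min; reaction ran 6 min at room temperature.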
# DNA Pol III inh = qHTS Assay for Inhibitors of DNA Polymerase III Holoenzyme System; reconstituted DNA polymerase III holoenzyme replication, biochemical; Potency, µM (titrated, usually from 57.1 µM), for inactives: at the highest dose activity change, negative = inhibition; 71,000 tested, 0.25% active; further: potency means the concentration at half of the fitted maximal effect; on the % scale 0 is the no-effect control and ±100 the full control effect
#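 Reconstituted *E. coli* holoenzyme (0.35 nM Pol III, 1 nM beta, 154 nM SSB, 2 nM primase) was preincubated with compound for 15 min at RT. Synthesis on 1.4 nM ssM13Gori ran 35 min, then was stopped with PicoGreen/EDTA and read as dsDNA fluorescence.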
# Ub-GFP proteasome = Ubiquitin-GFP Assay | Ubiquitin-GFP reporter cells, proteasome inhibition, GFP fluorescence; response scale: untreated = 0%, 10 µM MG-132 = 100% | Potency, µM (titrated, usually from 45.9 µM), inactives show at the highest dose activation (GFP accumulation), actives largely listed as activators | 67,000 tested, under 10 active | AID 526, 2006; active means well fitted activation curve with a large enough effect, not every such curve was filed as active; inconclusive means small, poorly fitted or top-dose-only effect, or another doubt; inactive means no such curve, though single readings can be large or run the other way; further: potency means the concentration at half of the fitted maximal effect
#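 Proteasome block read as GFP accumulation: ubiquitin(G76V)-GFP U2OS cells exposed to compound (2.9 nM–46 uM) for 4 hr at 37 C. Normalization used untreated cells as 0% and 10 uM MG-132 as 100%; concentration-response curves fitted.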
# HBB splice mod = qHTS Assay for Modulators of Hemoglobin Beta Chain Splicing. HBB splicing reporter cell assay, activation; EGFP reporter with mutant IVS2-654 intron; response scale: normalised to 500 nM splice-correcting PNA. Potency, µM (highest dose often 46.1 µM), for the others: top-dose activation, hits mostly activators. 65,000 tested, 0.06% active; further: potency means the concentration at half of the fitted maximal effect; 0% is about no effect
#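 HeLa cells stably expressing EGFP interrupted by mutant beta-globin intron 2 (IVS2-654), 500/well in 2% FCS. Treated with compound for 2 days at 37C. Splicing correction scored as total well GFP intensity (488 nm excitation, 500-520 nm emission); 500 nM antisense PNA served as control.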
# FLuc inh = qHTS Assay for Inhibitors of Firefly Luciferase; Luciferin 4-monooxygenase (Photinus pyralis), P08659; purified firefly luciferase, luminescence, 8 min; Potency, µM (top dose mostly 57.1 µM), for the others: at the top dose activity change, negative = inhibition, usual class: inhibitors; 72,000 tested, 2.2% active; further: potency means the concentration at half of the fitted maximal effect; on the % scale 0 is the no-effect control and ±100 the full control effect; nearly all actives have a fitted effect of over 40% in size
#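 Luminescence read-out after 8 min at room temperature; enzyme reaction used luciferin plus 10 uM ATP (linear range) in imidazole buffer pH 7.2 with KCl, MgCl2, Tween 20 and BSA. Each sample was run as a titration.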
# Epigenetic mod = qHTS Assay for Epigenetic Modulators; mouse C127i GFP locus derepression, cytometry, 30 h; Potency, µM (doses to about 46.1 µM), for inactives: at the top dose GFP derepression (activation); 68,000 tested, 0.09% active; further: % of control where 0% means no effect
#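 Murine C127i mammary cells carrying a silenced, stably integrated CMV-driven GFP reporter were treated with compound for 30 hours at 37 C. After PBS washes, GFP-positive cells were counted by laser-scanning microplate cytometry.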
# Starred values were filed as active, the others as inactive; ? = inconclusive; · = not tested or not shown; [ ] = dose if it differs, or a comment. Unless noted, the call rests on the fitted dose curve; in most records, active means well fitted curve in the direction sought with a large enough effect; inconclusive means small, poorly fitted or top-dose-only effect, or another doubt; inactive means no such curve, though single readings can be large; an effect the other way counts as inactive or inconclusive.
canonical_smiles	Ub-GFP proteasome	Epigenetic mod	Hsp90 Hop PPI	CRE-bla Fsk	DNA Pol III inh	Tau filament bind	ERK AVP block	HADH2 inh	HBB splice mod	15-hLO inh	FLuc inh
O=c1cc(O)c2c(=O)n(-c3ccccc3)c3ccccc3c2o1	-6%	-7%	-8%	-1%	-6%	17%	-8%	-1%	10%	1%	0%
Cc1nc(N2CCN(c3ccccc3)CC2)nc2c1C(=O)CC(c1ccccc1)C2 (centres undefined)	9%	-2%	-1%	?	0%	8%	-7%	-9%	3.7%[1.84 µM]	1%	3%
COc1ccc(OC)c(C(=O)COC(=O)c2ccc(C)o2)c1	-2%	-2%	4%	-12%	?	-4%	-24%	8%	-0.3%[57.5 µM]	-12%	1%
O=C(O)C1CCN1C1CCCCC1 (centres undefined)	0%	0%	-1%	-2%	-4%	4%	9%	-14%	0.1%[57.5 µM]	-8%	-4%
CCc1cc2c(cc3c(=O)n(CC(=O)N4CCN(c5ccccn5)CC4)nc(CC)n32)s1	0%	2%	-3%	11%	4%	63%	-11%	5%	-2.0%[57.5 µM]	-1%	2%
COc1ccccc1N1CCN(CC(=O)c2ccc3ccn(C(C)=O)c3c2)CC1	-4%	·	-13%	?	-12%	?	·	8%	-0.3%	-6%	1%
CCOC(=O)c1c(NC(=O)CSc2nnnn2C)sc(C)c1C	4%	-2%	-2%	?	-1%	24%	-14%	-7%	-2.6%	-8%	1%
Cc1ccc(-n2sc3ccccc3c2=O)cc1S(=O)(=O)N1CCCCC1	0%	0%	-21%	8%	-4%	-11%	14%	0.32µM*	-0.6%[57.5 µM]	0.5µM*	16µM*
Cc1ccc(C2C3=C(CC(C)(C)CC3=O)Nc3n[nH]c(C)c32)cc1 (centres undefined)	-4%	0%	0%	?	-6%	3%	5%	-19%	-0.9%	-1%	5%
CC(=O)N1CCC2(CCCN(c3ccccn3)C2)CC1	-3%	2%[9.22 µM]	-3%	-3%	-3%	6%	16%	14%	3.1%	-12%	1%[11.4 µM]
COc1ccc(N=C2SC(C(=O)O)CC(=O)N2Cc2ccc(OC)c(OC)c2)cc1 (centres undefined)	5%	6%	-3%	4%	1%	-4%	-11%	1%	-1.6%	4%	-2%
COc1ncc2nc(-c3cc(F)cc(F)c3)c(=O)n(Cc3cccs3)c2n1	9%	8%[9.22 µM]	1%	5µM*	5%	-28%	-23%	13%	1.4%	?	1%[11.4 µM]
O=C(CCN1C(=O)c2ccccc2C1=O)Nc1ccncc1	9%	-3%	-7%	9%	-5%	2%	-3%	-9%	1.6%	-7%	3%
Cn1c(=O)c2c(nc(CN3CCN(CCO)CC3)n2CCc2ccccc2)n(C)c1=O	11%	·	1%	-7%	-2%	-5%	·	1%	0.4%	-42%	1%
CCOc1ccc(N(CC(=O)Nc2ccccc2C)S(=O)(=O)c2c(C)noc2C)cc1	-3%	-3%	3%	?	1%	1%	-6%	4%	1.2%	-3%	0%
Cc1nonc1NC(=O)CSc1nnc(-c2ccoc2C)n1C	-2%	3%	?	-6%	-5%	12%	34%	-7%	1.8%[57.5 µM]	-8%	2%
O=C1c2oc3ccc(Br)cc3c(=O)c2C(c2cccc(F)c2)N1CCO (centres undefined)	4%	9%	-5%	0%	-5%	-5%	1%	-5%	-1.1%	8%	-1%
COc1ccccc1CN1CC[C@@]2(CCCN(C(=O)c3ccncc3)C2)C1	1%	0%[9.22 µM]	-5%	-2%	-3%	1%	0%	3%	1.2%	0%	-1%[11.4 µM]
CCn1nc(NS(=O)(=O)c2ccccc2)c2cc3cccc(C)c3nc21	0%	-3%	2%	?	5%	-27%	3%	-6%	0.2%	-11%	2%
O=C(OCCCCN1C(=O)c2ccccc2C1=O)c1n[nH]c2ccccc12	9%	0%	-3%	8%	2%	?	?	?	3.2%	-2%	-2%
COc1ccc(S(=O)(=O)Nc2ccccc2C(=O)OC2CCCN(C)C2)cc1OC (centres undefined)	-1%	3%	1%	-6%	1%	10%	-29%	6%	0.2%[57.5 µM]	-4%	1%
CN1CCN(Cc2c(C#N)c3ccccc3n2C)CC1	3%	-4%	-1%	4%	-7%	11%	10%	11%	-5.7%	0%	-1%
O=C(NCc1nnc(SCC(=O)N2CCCCCC2)o1)c1ccco1	-6%	0%	?	-5%	0%	1%	30%	4%	-0.7%	3%	1%
CCc1ccc(N2CC(C(=O)NCc3ccc4c(c3)OCO4)CC2=O)cc1 (centres undefined)	·	3%	-3%	-1%	3%	19%	-8%	2%	-2.3%[0.369 µM]	11%	-1%
COc1ncc2nc(-c3cc(F)cc(F)c3)c(=O)n(CCC#N)c2n1	-2%	0%[9.22 µM]	-6%	17%	-2%	?	-31%	14%	1.0%	-1%	2%[11.4 µM]
CCOC(=O)C1=C(c2ccccc2)Nc2ncnn2C1c1cccc(OC)c1OC (centres undefined)	-2%	3%	-4%	-4%	-8%	-4%	-25%	·	-0.2%	7%	1%
CCCN1CCN(C(=O)CN2C(=O)CC(C)(C)S(=O)(=O)c3ccccc32)CC1	-4%	-5%	0%	1%	-1%	9%	-4%	7%	-0.6%	9%	2%
CS(=O)(=O)N(CC(=O)Nc1cccnc1)c1ccc2c(c1)OCO2	0%	0%	-5%	1%	0%	-3%	-10%	5%	-2.2%	7%	-2%
COc1cc2c(cc1OC)-c1cc(NC3CCCCCCC3)nc(=O)n1CC2	8%	2%	-5%	0.4µM*	-6%	20%	?	-11%	1.4%[57.5 µM]	?	-3%
Cc1cc(C(=O)OCC(=O)c2c(N)n(C)c(=O)n(C)c2=O)c(C)o1	4%	1%	-3%	12%	-7%	10%	1%	2%	0.4%[57.5 µM]	-1%	1%
CCN(CC)S(=O)(=O)c1ccc(-c2nnc(SCC(=O)Nc3nc(C)cs3)o2)cc1	1%	-3%	-12%	?	-4%	31%	-2%	3%	·	49%[activator]	1%
CCCCN(C)C(=O)c1sc2ncn(CC)c(=O)c2c1C	2%	-3%	-3%	?	2%	-2%	20%	-10%	-0.9%	8%	1%
CCOc1ccc(S(=O)(=O)Nc2ccccc2C(=O)NCc2ccco2)cc1	1%	1%	-3%	3%	3%	5%	-8%	?	-2.0%	-15%	-2%
COc1ccc(-c2nc(CSCC(=O)N3CCc4ccccc4C3)c(C)o2)cc1OC	-12%	·	-4%[2.3 µM]	?	1%	41%	?	·	-1.2%	-3%	-1%
O=C(OCn1nnc2ccccc2c1=O)C1=COCCO1	6%	1%	-5%	-5%	-2%	2%	-13%	11%	-3.2%	8%	0%
COc1ccccc1-n1c(CNC(=O)COc2ccccc2)n[nH]c1=S	-6%	2%	-7%	-5%	-8%	-3%	-12%	-20%	-0.2%	-6%	0%
CC(=NCCCNC1CCCCC1)C1=C(O)CC(C)(C)CC1=O	10%	0%	-2%	3%	-2%	-9%	7%	3%	0.1%	-2%	3%
CCOC(=O)c1cccc(NC(=O)c2cccs2)c1	0%	0%	2%	1%	-5%	5%	?	-16%	·	3%	-27%
COc1ccc(OC)c(N=Cc2c(O)[nH]c3ccccc23)c1	4%	-1%	-4%	?	-4%	?	-19%	16%	1.4%	-8%	-2%

# Not all compounds are listed. The share of hits here may be higher or lower than overall.
